Screens (PubChem)
IDE cell inh: human IDE inhibitors in live cells, primary screen, fluorescence polarization, HEK cells, FAbetaB substrate; Insulin-degrading enzyme (Homo sapiens), P14735; FAbetaB cleavage; hit rate 0.41% among 320,000; inhibition, % at 5.59 µM; AID 434962, 2010;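 active = percent inhibition above the average of all tested compounds plus 3 SD, set per screening campaign, cut at about 16% in these data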;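 note: IDE supplied by intact live HEK cells; FP after avidin binding of uncleaved biotin substrate so inhibition keeps polarization high; 0% = DMSO wells and 100% = 60 µM reference IDE inhibitor Ii1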
Target sequence (P14735 whole entry, looked up): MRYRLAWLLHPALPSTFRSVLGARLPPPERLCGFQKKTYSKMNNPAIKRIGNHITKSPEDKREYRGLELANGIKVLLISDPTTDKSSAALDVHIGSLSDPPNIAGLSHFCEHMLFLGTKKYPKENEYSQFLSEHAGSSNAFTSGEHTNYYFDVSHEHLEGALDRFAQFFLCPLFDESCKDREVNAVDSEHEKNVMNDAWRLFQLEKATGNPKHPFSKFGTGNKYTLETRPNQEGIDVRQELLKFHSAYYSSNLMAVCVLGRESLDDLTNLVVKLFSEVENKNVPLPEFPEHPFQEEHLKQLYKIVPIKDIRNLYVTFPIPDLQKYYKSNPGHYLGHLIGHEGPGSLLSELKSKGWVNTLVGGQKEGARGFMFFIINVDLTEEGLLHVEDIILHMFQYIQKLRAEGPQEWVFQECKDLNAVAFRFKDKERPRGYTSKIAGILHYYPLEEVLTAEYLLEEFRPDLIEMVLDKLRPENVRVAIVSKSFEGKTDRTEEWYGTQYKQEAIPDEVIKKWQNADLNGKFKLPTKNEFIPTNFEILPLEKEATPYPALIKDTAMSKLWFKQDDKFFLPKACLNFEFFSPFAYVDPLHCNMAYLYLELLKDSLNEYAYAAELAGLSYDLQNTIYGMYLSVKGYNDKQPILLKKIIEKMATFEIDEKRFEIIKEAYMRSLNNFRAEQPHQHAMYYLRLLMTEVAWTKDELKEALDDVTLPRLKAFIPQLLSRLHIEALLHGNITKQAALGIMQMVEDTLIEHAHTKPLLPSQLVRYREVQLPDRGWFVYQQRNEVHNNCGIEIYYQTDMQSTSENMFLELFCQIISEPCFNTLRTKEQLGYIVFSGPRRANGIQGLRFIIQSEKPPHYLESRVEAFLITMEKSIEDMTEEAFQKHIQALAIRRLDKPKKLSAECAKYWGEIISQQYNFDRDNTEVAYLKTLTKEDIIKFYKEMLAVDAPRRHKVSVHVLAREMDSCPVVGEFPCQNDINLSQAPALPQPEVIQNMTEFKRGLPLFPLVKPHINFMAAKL
p-CIP stab down: p/CIP-EGFP fusion destabilizers, primary screen, fluorescence, F442A cells | Q05BA5 | 16 h | decrease of EGFP signal, % at 10 µM | hit rate 0.01% among 290,000 | AID 1984, 2009;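 active = EGFP signal decrease of at least 30% at 10 µM or well 3 SD below plate mean, unless failing retest; inactive = the rest, including hits failing retest or dose response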; note: some compounds called inactive have numbers as strong as hits; many of its hits are not listed in these tables
UBC9 SUMO inh: inhibitors of in vitro SUMOylation cascade, primary screen, biochemical, HTRF, uHTS; HTRF SUMOylation assay, SAE1/SAE2 + UBC9; AID 2006, 2009; hit rate 0.36% among 290,000; inhibition, % at 35 µM; in the data active = inhibition above about 50%, passing the limit was not always enough; note: strong numbers were not always called active
M18AAP inhibitor: PfM18AAP inhibitors, malaria aminopeptidase, primary screen, biochemical, QFRET, recombinant enzyme | M18 aspartyl aminopeptidase (Plasmodium falciparum 3D7) | H-Glu-NHMec fluorogenic cleavage | inhibition, % at 7.35 µM | hit rate 1.2% among 290,000;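 active = inhibition above the campaign mean inhibition over all tested compounds plus 3 SD, cut at about 28% in these data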;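 note: 0% = plate median of test compound wells and 100% = 2 mM ZnCl2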
MEKK2wt PB1 HTS: modulators of MEK5 binding to wildtype MEKK2, primary screen, biochemical, multiplex bead flow cytometry, Alexa488-MEK5; Alexa488-MEK5 binding to MEKK2 WT; actives lie on both sides; binding response (% of control), % at 10 µM; Mitogen-activated protein kinase kinase kinase 2 (Homo sapiens), Q9Y2U5; hit rate 1.1% among 290,000; in the data active = binding response below about 67% or above about 130%
MEKK3 PB1 HTS: modulators of MEKK3-MEK5 PB1 binding, primary screen, biochemical, wildtype MEKK3, multiplex bead flow cytometry, Alexa488-MEK5; bead-based flow cytometry, Alexa488-MEK5 binding to MEKK3; actives lie on both sides; 0 = blocked by unlabeled MEK5, 100 = vehicle; Mitogen-activated protein kinase kinase kinase 3 (Homo sapiens), Q99759; binding response (% of control), % at 10 µM; AID 1529, 2009; hit rate 1.4% among 290,000;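 active = binding response more than 3 SD above or below the average of its plate-row segment, actives on both sides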;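 note: Alexa488 bead fluorescence after subtracting the streptavidin-only scavenger bead signal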
IDE act: human IDE activators in live cells, primary screen, fluorescence polarization, HEK cells, FAbeta-B substrate | activation, % at 5.96 µM | FAbeta-B cleavage; 0% vehicle, 100% cell-free pure enzyme wells | hit rate 0.073% among 340,000 | Insulin-degrading enzyme (Homo sapiens), P14735;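 active = activation above the mean of all tested compounds plus 3 SD, set per screening campaign, cut at about 17% in these data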
MEKK2mut PB1 HTS: MEK5 binding signal on mutant MEKK2 PB1, primary screen, biochemical, multiplex bead flow cytometry, Alexa488-MEK5; Alexa488-MEK5 binding to MEKK2 mutant; percent response, % at 10 µM; hit rate 0.35% among 290,000; in the data active = percent response above about 24%, passing the limit was not always enough; note: inactives centre near 1; some results filed as inactive read as strong as hits; reference of the scale not given here
NALP1 yeast inh: NALP1 inflammasome inhibitors in reconstituted yeast, colorimetric, S. cerevisiae, triplicate retest; S. cerevisiae NALP1/ASC/caspase-1 growth, X-gal OD620, 72 h; inhibition, % at 10 µM; hit rate 0.61% among 280,000; AID 2071, 2009; in the data active = inhibition mostly above about 24%, no sharp cut-off; inactive = mostly below about 32%; note: some compounds called inactive have numbers as strong as hits
* hit, by the source's call; · = no result given; & = joins results of further samples. Not all compounds are listed; the hit share may differ from the screen's.

Values in the order: MEKK2wt PB1 HTS | NALP1 yeast inh | p-CIP stab down | IDE cell inh | M18AAP inhibitor | MEKK3 PB1 HTS | IDE act | UBC9 SUMO inh | MEKK2mut PB1 HTS
1) COc1ccc(NS(=O)(=O)c2ccc(NC(=O)c3ccc(N(C)S(C)(=O)=O)cc3)cc2)cc1
    110 | 26 | -4 | 2 | -16 | 99 | 3 | -3 | 7
2) Cc1nn(Cc2ccc(Cl)c(Cl)c2)c(C)c1NC(=O)c1sc2ccccc2c1Cl
    93 | · | -15 | 1 | -12 | 100 | 3 | -10 | -2
3) Cc1ncc([N+](=O)[O-])n1CC(=O)Nc1ccc(F)c(Cl)c1
    104 | 26 | -4 | 7 | -1 | 101 | 3 | 9 | 9
4) Cc1ccc(SCC(=O)NC(=O)NC(C)C)c(C)c1
    99 | -13 | -20 | -1 | -14 | 99 | 7 | -2 | 1
5) COc1ccc(-n2ncc3c(=O)n(CC(=O)Nc4ccc5c(c4)OCCO5)cnc32)cc1
    98 | 26 | -1 | 0 | -1 | 102 | 2 | 8 | -7
6) CCc1cc2c(=O)n(Cc3ccccc3)c(SC3CCOC3=O)nc2s1 (stereo not given)
    94 | -7 | 8 | 13 | -9 | 100 | -2 | -12 | -7
7) N#Cc1cc(Cl)c(NCC2CCCO2)cc1C#N (stereo not given)
    104 | -2 | 2 | 1 | -20 | 106 | 1 | 20 | 1
8) O=C(O)/C=C/c1cn(Cc2ccccc2Cl)nc1-c1ccccc1
    105 | -5 | -10 | 4 | 3 | 106 | -4 | 3 | 24
9) CCOC(=O)c1ccc(COC(=O)CNC(=O)CNC(=O)c2ccc(OC)cc2)o1
    95 | -65 | -2 | 3 | 6 | 97 | 9 | -4 | 3
10) Cc1oncc1C(=O)NC1CCCCC1
    98 | 8 | -7 | -1 | -2 | 99 | -1 | 14 | -1

One compound at a time (already shown). Order of screens: MEKK2wt PB1 HTS | NALP1 yeast inh | p-CIP stab down | IDE cell inh | M18AAP inhibitor | MEKK3 PB1 HTS | IDE act | UBC9 SUMO inh | MEKK2mut PB1 HTS
COc1ccc(-n2ncc3c(=O)n(CC(=O)Nc4ccc5c(c4)OCCO5)cnc32)cc1 in the list: 98 | 26 | -1 | 0 | -1 | 102 | 2 | 8 | -7
Cc1oncc1C(=O)NC1CCCCC1 in the list: 98 | 8 | -7 | -1 | -2 | 99 | -1 | 14 | -1
Cc1ccc(SCC(=O)NC(=O)NC(C)C)c(C)c1 in the list: 99 | -13 | -20 | -1 | -14 | 99 | 7 | -2 | 1

(further entries)
Values in the order: MEKK2wt PB1 HTS | NALP1 yeast inh | p-CIP stab down | IDE cell inh | M18AAP inhibitor | MEKK3 PB1 HTS | IDE act | UBC9 SUMO inh | MEKK2mut PB1 HTS
11) COCCc1ccc(OCC(O)CNC(C)C)cc1 (stereo not given)
    72 | 16 | -3 | 4&0&-1 | -3 | 59 | 7&3&2 | 29 | 7
12) CCCOc1ccc(N2C(=O)CC(N(CCC)C(=O)CCC(=O)O)C2=O)cc1 (stereo not given)
    110 | 26 | -10 | -6 | -13 | 113 | 5 | 24 | 8
13) Cc1ccc(NC(=O)Cn2cc([N+](=O)[O-])nc2C)cc1C
    101 | 11 | -6 | -2 | 4 | 102 | 2 | 5 | -2
14) Cn1cnc2cc(NC(=O)c3ccco3)ccc21
    97 | -7 | -24 | 3 | -3 | 95 | 6 | 19 | -4
15) CC(=O)Nc1ccc(CN2CCCCCCC2)cc1
    112 | -4 | 0 | -5 | 0 | 106 | 3 | 4 | -4
16) Cc1cc(C(=O)COC(=O)c2ccc(O)cc2)c(C)n1Cc1ccco1
    102 | 8 | -4 | 1 | 1 | 106 | 0 | 11 | 3
17) CC(C)(C)NC(=O)CN(C(=O)CNS(=O)(=O)c1ccc(Cl)cc1)c1ccc2c(c1)OCCO2
    113 | -4 | -18 | 0 | 2 | 107 | 4 | 3 | 12
18) Cc1cc(C)c(NC(=O)/C(C#N)=C/c2ccc(OCc3ccc(F)cc3)cc2)c(C)c1
    93 | 26 | 6 | 0 | -2 | 95 | -2 | -11 | 1
19) COc1ccc(CNC(=O)c2csc(Cc3ccc(Cl)cc3)n2)cc1
    · | 9 | 7 | 8 | 0 | · | 6 | 16 | ·
20) COc1ccc2cc(C(=O)C3CCCN(C(=O)c4snnc4C)C3)ccc2c1 (stereo not given)
    98 | -2 | -1 | 6 | 6 | 101 | -2 | 19 | 1

Entries above that contain four or more nitrogen atoms (three):
Values in the order: MEKK2wt PB1 HTS | NALP1 yeast inh | p-CIP stab down | IDE cell inh | M18AAP inhibitor | MEKK3 PB1 HTS | IDE act | UBC9 SUMO inh | MEKK2mut PB1 HTS
3) Cc1ncc([N+](=O)[O-])n1CC(=O)Nc1ccc(F)c(Cl)c1
    104 | 26 | -4 | 7 | -1 | 101 | 3 | 9 | 9
5) COc1ccc(-n2ncc3c(=O)n(CC(=O)Nc4ccc5c(c4)OCCO5)cnc32)cc1
    98 | 26 | -1 | 0 | -1 | 102 | 2 | 8 | -7
13) Cc1ccc(NC(=O)Cn2cc([N+](=O)[O-])nc2C)cc1C
    101 | 11 | -6 | -2 | 4 | 102 | 2 | 5 | -2

Further entries follow.
Values in the order: MEKK2wt PB1 HTS | NALP1 yeast inh | p-CIP stab down | IDE cell inh | M18AAP inhibitor | MEKK3 PB1 HTS | IDE act | UBC9 SUMO inh | MEKK2mut PB1 HTS
21) C#CC(CC)(CC)NC(=O)c1nn(-c2ccccc2Cl)c(C)cc1=O
    97 | 16 | -9 | -4 | -8 | 99 | 2 | 6 | -4
22) Cc1ccc(Nc2nnc(SCC(=O)Nc3ncc(C(F)(F)F)cc3Cl)s2)cc1
    122 | 25 | -1 | 4 | 2 | 99 | -6 | 1 | 16
23) O=C(O)Cc1ccc(NC(=O)C2CCCCC2C(=O)O)cc1 (stereo not given)
    102 | -7 | -22 | 0 | -3 | 108 | 1 | -15 | 2
24) c1ccc(CSc2nnc3ccc(-c4ccco4)nn23)nc1
    93 | -7 | 0 | -3 | -4 | 103 | 6 | 38 | -4
25) CCc1ccc(NC(=O)N(CCCN2CCOCC2)Cc2cccs2)cc1
    · | 17 | -8 | 3 | -8 | · | 3 | 6 | ·
26) C=CCn1c(Cc2ccccc2)nc2c(cnn2-c2ccccc2)c1=O
    101 | 6 | -11 | 4 | 3 | 106 | 0 | -13 | 2
27) CCCCC1(CCCC)NC(=S)N(Nc2ccc(C)cc2)C1=O
    93 | 25 | 1 | 3 | 10 | 101 | -2 | 2 | -3
28) COc1ccc(S(=O)(=O)N(CC(C)C)CC(C)C)c2cccnc12
    106 | -2 | -15 | 2 | 4 | 105 | -2 | 9 | 8
29) CC(=O)Nc1ccc(NC(=O)COC(=O)Cc2c[nH]c3ccccc23)cc1
    98 | 21 | 7 | 0 | 2 | 100 | 4 | 0 | 0
30) COc1ccccc1-n1c(CNC(=O)c2ccco2)nnc1SCC(=O)Nc1nccs1
    111 | 15 | -7 | -2 | 7 | 106 | 3 | 18 | 10
31) CCc1n[nH]c(=S)n1/N=C/c1ccccn1
    108 | 1 | 2 | -4 | 14 | 106 | -2 | 8 | 5
32) Cn1c(COc2ccc(F)cc2)nc2ccccc21
    104 | 7 | -3 | 3 | 1 | 101 | -4 | -2 | 0
33) CCOC(=O)C1(C)NC(c2ccco2)C2C(=O)N(CC)C(=O)C21 (stereo not given)
    96 | -6 | -1 | 0 | -9 | 96 | -2 | 1 | -3
34) CCC(=O)N1CCc2cc(S(=O)(=O)NCCC(=O)N3CC=C(c4ccccc4)CC3)ccc21
    97 | -1 | -13 | 1 | -15 | 98 | 3 | -6 | 3
35) O=C(Nc1cccc2ccccc12)c1cnccn1
    105 | 0 | -2 | 6 | -9 | 103 | -6 | 11 | 8
36) CC1=C(C(=O)OCc2ccccc2)C(c2cccc([N+](=O)[O-])c2)NC(=O)N1 (stereo not given)
    106 | 1 | -8 | 5 | 1 | 104 | -11 | -12 | 3
37) Nc1ncnc(NCc2ccccc2)c1[N+](=O)[O-]
    104 | 9 | -4 | 3 | -1 | 104 | 2 | 8 | 4
38) COc1ccc2[nH]c(C)c(CCN(Cc3cccs3)C(=S)Nc3ccc(F)cc3)c2c1
    122 | 29 | -35 | -1 | 0 | 123 | 3 | 36 | 5
39) COC(=O)c1nnn(-c2ccc(F)c(Cl)c2)c1C(=O)OC
    106 | 17 | 4 | 2 | 0 | 106 | -5 | -6 | 5
40) CCCOCC1CC2(SC(=Nc3ccc(C)cc3)NC2=O)C(=O)O1 (stereo not given)
    105 | 24 | -37 | 7 | -2 | 99 | -5 | -7 | 5
41) CCCCCCn1c(CN2CCN(CCO)CC2)nc2c1c(=O)n(C)c(=O)n2C
    109 | · | 0 | 3 | -10 | 105 | -4 | -3 | 10
42) O=C(COc1ccc(S(=O)(=O)N2CCOCC2)cc1)NC1CC1
    99 | -3 | -14 | 5 | -8 | 100 | 1 | 5 | -6
43) Cc1nccc2[nH]c(=O)c(C(=O)NCCCN(C)C3CCCCC3)cc12
    104 | 8 | -3 | · | 1 | 104 | · | 3 | 2
44) Cc1cc(C)c(S(=O)(=O)Nn2cnnc2)c(C)c1
    100 | 3 | 2 | 0 | 15 | 101 | 4 | 5 | -13
45) Cc1cccc(-n2c(SCC(N)=O)nc3c(c2=O)C2(CCCCC2)Cc2ccccc2-3)c1
    93 | 34 | -7 | -6 | 0 | 100 | 4 | -20 | 1
46) Cc1ccc(OCC(=O)Nc2ccccc2Sc2ccc(Cl)cc2)c([N+](=O)[O-])n1
    93 | 29 | -7 | 0 | -9 | 101 | 0 | -12 | -4
47) CCCNS(=O)(=O)c1ccc(-n2cnnn2)c(OC)c1
    93 | 1 | -13 | -4 | -3 | 98 | 7 | 10 | -6
48) Cc1nc(C(C)NC(=O)c2ccc(OC3CCN(Cc4ccccn4)CC3)cc2)c(C)s1 (stereo not given)
    99 | -11 | -15 | 4 | 5 | 97 | 4 | · | 1
49) Cc1ccc2c(c1)N(CCCC(=O)NCCCN1CCCCC1)C(=O)CO2
    104 | -5 | 12 | 2 | -1 | 99 | -3 | 11 | -2
50) NC(=O)c1nsc(C(=O)N(Cc2ccco2)C(C(=O)NCc2ccccc2)c2ccc(O)cc2)c1N (stereo not given)
    94 | 23 | -8 | 0 | -3 | 97 | 3 | -8 | -12
